HEK293 tox – cytotoxic in the GLP-1 receptor inverse agonist counter-screen | HEK293 cAMP-luciferase reporter cells, luminescence, 24 h | Potency, µM (titrated, usually from 38.3 µM), for inactives: at the highest dose activity change, negative = inhibition, usual class: inhibitors | 0.13% of 410,000 active | AID 624418;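 further: loss of luciferase light is scored as toxicity; potency means the concentration at half of the fitted maximal effect; on the % scale 0 is the no-effect control and ±100 the full control effect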
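MLSMR compounds, 24 hr on cells at 37 deg C/5% CO2; luminescence after luciferase reagent (12 min RT). Inhibition counted as the undesired cytotoxic outcome.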
GLP-1R inv ag – GLP-1 receptor (human) inverse agonism; P43220; HEK293 GLP-1R CRE-luciferase, luminescence, 24 h; GLP-1R form is constitutively active; Potency, µM (titrated, usually from 38.3 µM), without a hit: at the highest dose activity change, negative = inhibition, actives largely listed as inhibitors; 1.6% of 410,000 active; AID 624417; further: potency means the concentration at half of the fitted maximal effect; on the % scale 0 is the no-effect control and ±100 the full control effect; nearly all actives have a fitted effect of over 55% in size
Target sequence (P43220 whole entry, looked up): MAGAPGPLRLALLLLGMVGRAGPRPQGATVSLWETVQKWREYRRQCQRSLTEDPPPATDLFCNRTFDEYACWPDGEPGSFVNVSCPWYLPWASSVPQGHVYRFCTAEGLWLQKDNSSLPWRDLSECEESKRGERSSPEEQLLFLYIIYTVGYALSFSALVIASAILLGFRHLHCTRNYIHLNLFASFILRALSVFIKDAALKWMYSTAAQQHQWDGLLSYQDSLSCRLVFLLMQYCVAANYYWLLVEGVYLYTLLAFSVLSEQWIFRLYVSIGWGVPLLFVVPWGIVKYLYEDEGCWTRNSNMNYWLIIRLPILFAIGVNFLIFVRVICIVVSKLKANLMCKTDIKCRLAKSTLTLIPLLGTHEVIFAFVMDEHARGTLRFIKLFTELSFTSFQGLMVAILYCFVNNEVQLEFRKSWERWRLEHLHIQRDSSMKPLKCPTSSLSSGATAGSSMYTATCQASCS
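Inverse agonism was detected as reduced cAMP-driven luciferase luminescence after 24 h compound treatment. The cells were HEK293 clones expressing constitutively active human GLP-1R with the reporter. Reporter-only and GPR119 cell lines served as counterscreen controls.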
TDP-43 yeast inh – rescues yeast growth from TDP-43 toxicity | TDP-43 expressing yeast growth rescue, BacTiter-Glo, 24 h | Potency, µM (top dose mostly 46.1 µM), inactives show at the highest dose growth rescue (activation), most hits filed as activators | 1.8% of 410,000 active; further: potency means the concentration at half of the fitted maximal effect; % of control where 0% means no effect; nearly all actives have a fitted effect of over 50% in size
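Growth rescue of TDP-43-toxic yeast measured as ATP luminescence (BacTiter-Glo). Cells grown to mid-log in raffinose, induced in galactose at OD600=0.02, exposed to compound 24 hr at 30 deg C.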
PTHR1 agonist – agonists of human PTHR1 parathyroid hormone receptor | Q03431 | HEK293 GP2 PTHR1 cells, GloSensor cAMP luminescence, 1 h | Potency, µM (doses to about 115 µM), without a hit: top-dose activation, hits mostly activators | 0.075% of 410,000 active | AID 743266; further: potency means the concentration at half of the fitted maximal effect; nearly all actives have a fitted effect of over 55% in size; some results filed as inactive show a strong effect at the top dose; inactives centre near -15; many of its hits are not listed in these tables
Target sequence (Q03431 whole entry, looked up): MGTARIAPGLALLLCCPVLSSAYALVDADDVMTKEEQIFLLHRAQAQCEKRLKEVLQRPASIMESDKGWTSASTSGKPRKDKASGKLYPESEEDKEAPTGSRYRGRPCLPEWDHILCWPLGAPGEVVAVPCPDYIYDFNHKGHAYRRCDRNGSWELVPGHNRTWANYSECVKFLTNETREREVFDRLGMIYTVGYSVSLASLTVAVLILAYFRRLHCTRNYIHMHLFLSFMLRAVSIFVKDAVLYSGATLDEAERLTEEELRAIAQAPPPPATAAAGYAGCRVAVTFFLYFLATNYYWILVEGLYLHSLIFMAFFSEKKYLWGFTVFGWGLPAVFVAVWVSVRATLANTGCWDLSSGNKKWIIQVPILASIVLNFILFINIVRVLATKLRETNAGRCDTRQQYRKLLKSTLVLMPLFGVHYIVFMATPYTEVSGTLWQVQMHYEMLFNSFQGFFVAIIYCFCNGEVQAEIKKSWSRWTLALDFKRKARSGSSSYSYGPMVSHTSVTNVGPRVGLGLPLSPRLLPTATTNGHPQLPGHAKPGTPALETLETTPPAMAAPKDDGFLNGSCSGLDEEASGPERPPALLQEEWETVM
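HEK-293-derived GP2 cells expressing PTHR1 and a GloSensor cAMP reporter, 3,000/well, plated overnight, given luciferin plus IBMX (each 0.5 mM as added) for 1 h at 37 °C, then compound for 1 h at 37 °C. Luminescence was read after 15 min at room temperature.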
FUS yeast rescue – suppressors of FUS proteinopathy in yeast; S. cerevisiae FUS-expressing, growth rescue, OD600, 24 h; Potency, µM (top dose mostly 76.6 µM), for inactives: at the top dose growth rescue (activation), hits mostly activators; 0.24% of 390,000 active;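 further: potency means the concentration at half of the fitted maximal effect; plate controls were DMSO vehicle for no effect and reference control for full effect; nearly all actives have a fitted effect of over 55% in size; some results filed as inactive show a strong effect at the top dose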
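Yeast FUS proteinopathy model; galactose-induced FUS (2%), starting OD 0.005. Cpds in dilution series, 24hr, 30C, 99% humidity. Abs 600 nm growth. Pos ctrl CP55940 (top 92uM final); neg ctrl DMSO.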
Abeta rescue – compounds reversing amyloid beta toxicity in yeast. yeast expressing A-beta42, growth rescue, OD600, 48 h; response scale: 0% DMSO, 100% iron-clioquinol control. Potency, µM (highest dose often 46.1 µM), for the others: top-dose growth rescue, most hits filed as activators. 0.063% of 410,000 active; further: potency means the concentration at half of the fitted maximal effect; nearly all actives have a fitted effect of over 55% in size
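Yeast growth medium received pinned compounds, then yeast cells expressing toxic A-beta were added; plates incubated at 30 C for 48 hr. Growth read as absorbance at 600 nm, normalized to DMSO and equimolar FeCl3 plus clioquinol controls.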
MmCpn inh – blocks the Methanococcus maripaludis chaperonin Mm-Cpn | Potency, µM (highest dose often 76.9 µM), for the others: at the top dose activity, negative = inhibition, hits mostly inhibitors | AID 504842 | 0.031% of 330,000 active | purified Mm-Cpn ATPase, ADP Transcreener TR-FRET; further: potency means the concentration at half of the fitted maximal effect; on the % scale 0 is the no-effect control and ±100 the full control effect; nearly all actives have a fitted effect of over 80% in size
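Compound-treated chaperonin, 25 nM final, turns over 10 uM ATP at 37°C for 30 min following a 10 min preincubation; ADP generated competes with ADP-d2 for Eu-cryptate antibody, lowering FRET.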
aSyn yeast inh – alpha-synuclein toxicity inhibition in yeast. Yeast expressing alpha-synuclein, growth rescue, BacTiter-Glo, 24 h. Potency, µM (top dose mostly 46.1 µM), for the others: at the top dose growth rescue (activation), usual class: activators. 0.14% of 370,000 active; further: potency means the concentration at half of the fitted maximal effect; % of control where 0% means no effect; nearly all actives have a fitted effect of over 65% in size
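Readout is rescue of growth in alpha-synuclein-expressing yeast, so inhibitors of toxicity appear as activators. Growth after 24 hr at 30 deg C in galactose medium is quantified by luminescence.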
Akt phos inh – Akt phosphorylation inhibition; 0.32% of 360,000 active; activity change, % for hits at 50 µM; Neuro2A IGF-stimulated pAkt S473 HTRF, 20 min; active compounds read low; AID 651550; in the data active means activity change below about -80%; inconclusive means mostly about -51% to -80%; further: on the % scale 0 is the no-effect control and ±100 the full control effect
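Single-point screen (50 µM final compound) in Neuro2A cells stimulated 20 min with 6 nM IGF at 37 deg C. After lysis, Ser473-phosphorylated Akt read by HTRF (ex 330 nm, em 615/665 nm) as the 665/615 ratio.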
* marks the source's active call; other numbers are inactive results; i = inactive; ? = inconclusive; . = not tested or not shown; & = joins results of further samples; [ ] = another dose, or the depositor's remark. Unless noted, the call rests on the fitted dose curve; in most records, active means well fitted curve in the direction sought with a large enough effect; inconclusive means small, poorly fitted or top-dose-only effect, or another doubt; inactive means no such curve, though single readings can be large; an effect the other way counts as inactive or inconclusive. Some of the compounds tested; count on the stated rates, not on these rows.

Structure	HEK293 tox	GLP-1R inv ag	TDP-43 yeast inh	PTHR1 agonist	FUS yeast rescue	Abeta rescue	MmCpn inh	aSyn yeast inh	Akt phos inh
Cc1ccc(F)cc1C(=O)N1CCCC(C)(C(=O)NS(=O)(=O)C2CC2)C1 (stereo not drawn)	6%	24%	0%	i	-15%	13%	.	2%	i
CCOC(=O)/C(C#N)=C\c1ccc(CC)s1	29%	34%[activator]	-1%	i	-4%	-10%	-2%	0%	i
CCS(=O)(=O)N1Cc2ccccc2CC1C(=O)Nc1nc2ccc(F)cc2s1 (stereo not drawn)	-20%	?	0%	-11%	.	21%	-4%	?	i
CC(C)(C)NC(=O)c1ccc2c(c1)N(CC(=O)N1CCCC1)C(=O)C(C)(C)O2	-24%	-3%	-17%	0%	-13%	-12%	-2%	-11%	i
CCN(C(=O)CN1C(=O)CN(C)C1=O)c1cccc2ccccc12	-3%	-27%	0%	i	3%	-1%	0%	4%	i
Brc1ccc(CNc2nc3ccccc3n2CCN2CCCCC2)cc1	2%	?	15%	-22%	-4%	9%	0%	6%	i
COc1ccc(S(=O)(=O)n2cccc2)c(OC)c1	5%	7%	29%	-20%	-6%	16%	3%	2%	i
COc1ccc(Br)cc1/C=N/Nc1ccc(Cl)c(C(=O)O)c1	8%	4%	22%	-15%	-10%	22%	-1%	0%	i
Cc1cc(C(=O)N/N=C/c2ccc(N(C)C)o2)cs1	-2%	51%[activator]	20%	-44%[inhibitor]	21%	10%	-1%	3%	i
COc1ccc(C(N)c2csc(Nc3ccc(C(=O)NCCCO)cn3)n2)cc1 (stereo not drawn)	-10%	-26%	21%	-12%	26%	11%	.	0%	i
Cc1cccc(NC(=O)c2ccccc2OCC(=O)c2ccc(F)cc2)c1	-4%	-19%	-15%	i	.	7%	-2%	8%	i
CCCCN(C(=O)c1cc(S(=O)(=O)N2CCOCC2)ccc1F)c1c(N)n(CCCC)c(=O)[nH]c1=O	-13%	0%	8%	i	.	-2%	.	-4%	i
N=c1c2c3c(sc2ncn1N)CCCCC3	-1%	0%	-4%	i	-9%	-1%	-1%	.	.
Nc1nc(SCC(=O)Nc2ccccc2Sc2ccc(Cl)cc2)n[nH]1	-9%	0%	1%	-22%	25%	7%	0%	5%	i
CCc1nnc(NS(=O)(=O)c2ccc(NC(=O)c3cccc([N+](=O)[O-])c3)cc2)s1	8%	11%	-2%	i	10%	-13%	1%	-7%	i
O=C(CSc1nnc2ccccn12)NNC(=O)c1ccc(F)cc1	3%[0.307 µM]	-9%[0.307 µM]	19%	i	2%	7%	0%	1%	i
Cc1cc(Cl)ccc1N=c1ssnc1Cl	?	?	-90%[inhibitor]	-26%[57.5 µM]	-6%	-93%[inhibitor]	1%	-72%[inhibitor]	i
COc1cc2c(c(OC)c1OC)-c1ccc(SC)c(=O)cc1C(NC(=O)C(F)(F)F)CC2 (stereo not drawn)	-68%	-57%	8%	i	.	2%	.	4%	i
CC(=O)c1ccc(-c2ccc(C(=O)NCC(c3ccc(F)cc3)N3CCOCC3)o2)cc1 (stereo not drawn)	-7%	37%	-13%	-12%	37%	5%	-5%	4%	i
O=C(c1cccc(OC2CCN(Cc3cccc(OCCO)c3)CC2)c1)N1CCCC1	7%	-22%	-13%	i	.	11%	1%	-2%	i
CCCNC(=O)C1CCN(c2ccc(S(=O)(=O)N3CCOCC3)cc2Cl)CC1	-10%	-7%	-3%	-16%[57.5 µM]	17%	4%	1%	-5%	i
Cc1ccccc1C(=O)N1CCCN(C(=O)c2ccccc2C)CC1	-3%	-3%	17%	11%	25%	-1%	0%	-11%	i
CCOc1ccc(CCNC(=O)c2cn(C)c3ccc(S(=O)(=O)N4CCOCC4)cc3c2=O)cc1OCC	0%&1%	40%&7%[activator]	8%&0%	-21%	29%&15%	-11%&-4%	-1%	4%	i
O=C(CSc1nnc2c(n1)[nH]c1ccccc12)NCc1ccco1	-12%	6%	22%	-10%	-8%	1%	1%	2%	i
CN1C(=O)N(S(=O)(=O)c2ccc(F)c(F)c2F)C(=O)C1(C)C	-1%	9%	6%	i	-6%	15%	2%	5%	i
CC(=O)N1CCN(C(=O)CSc2ncnc3sc(C)c(C)c23)CC1	3%	27%	-9%	i	.	-10%	0%	-12%	i
O=c1c(C(c2ccc(Cl)cc2)c2c(O)nc3n(c2=O)CCCS3)c(O)nc2n1CCCS2	-19%	1%	-24%	-30%[inhibitor]	10%	-7%	1%	-7%	i
COc1ccc(C2c3c(-c4ccccc4)n[nH]c3C(=O)N2c2ccc(C(=O)O)cc2)cc1 (stereo not drawn)	0%	16%	9%	-57%[inhibitor]	?	8%	0%	15%	i
CCOC(=O)c1cccc(NC(=O)CC(c2ccc(F)cc2)N2Cc3ccccc3C2=O)c1 (stereo not drawn)	1%	13%	-8%	i	-13%	-5%	.	.	.
CSc1cccc(NC(=O)CN(c2cccc(C)c2)S(C)(=O)=O)c1	8%	-4%	-14%	?	?	7%	2%	.	.
COc1ccc(S(=O)(=O)NC2CC2)cc1Cl	3%	15%	21%	-15%	-2%	-2%	-1%	19%	i
O=C(CCSc1nc(-c2ccco2)cc(C(F)(F)F)n1)N1CCN(c2ccccc2)CC1	-18%	?	7%	-59%[inhibitor][57.5 µM]	31%	10%	-3%	2%	i
CCN(CC(=O)Nc1ccc(OC)cc1)C(=O)c1ccc(N2C(=O)CCC2=O)cc1	4%	12%	-19%	?	27%	-12%	-2%	-4%[1.84 µM]	i
Cc1ccc(-n2c(C)cc(-c3csc(N)n3)c2C)cc1	4%	-19%	26%	i	31%	-22%	-3%	1%	i
COc1cccc(N2C(=O)N(CC(=O)NCc3cccc(OC)c3OC)c3ccccc3S2(=O)=O)c1	-4%	14%	23%	-33%[inhibitor]	22%	6%	.	.	.
O=C(COc1ccc(S(=O)(=O)N2CCCC2)cc1Cl)N1CCN(c2ccccc2)CC1	11%	7%	-13%	i	2%	16%	2%	1%	i
CCOc1ccc(C2=Nn3c(nnc3-c3ccccc3OC)SC2)cc1	-24%	-17%	?	i	24%	4%	0%	15%	i
Cc1cccc(OCC(=O)NCCCNC(=O)c2ccccn2)c1	-6%	1%	-4%	i	13%	0%	2%	-1%	i
COc1cc2c(cc1OC)CN(CC(=O)Nc1ccc(F)cc1F)CC2	-1%	11%	-5%	i	-4%	1%	0%	0%	i
CCOC(=O)N1CCC(NC(=O)c2ccc3c(c2)sc2nc(-c4ccccc4)cn23)CC1	?	?	20%	-7%[57.5 µM]	38%	-7%	-9%	0%	i
CN(Cc1cccs1)C(=O)/C=C/c1ccccc1[N+](=O)[O-]	-2%	9%	1%	-8%	-20%	2%	0%	3%	i
CCOc1nc(C)cc(C)c1S(=O)(=O)c1ccc(Cl)cc1	31%[activator]	?	-13%	i	25%	4%	-3%	0%	i
CN(C(=O)COC(=O)CSc1ccc([N+](=O)[O-])cc1)C1CCS(=O)(=O)C1 (stereo not drawn)	3%	34%[activator]	-9%	i	6%	1%	1%	2%	i
COC(=O)CNC(=O)C1Cc2ccccc2CN1S(=O)(=O)c1ccc(F)cc1 (stereo not drawn)	3%	14%	12%	i	-20%	-10%	0%	3%	i
COc1ccc(NC(=O)Cn2c(=O)n(-c3cccc(C)c3)c(=O)c3c2c2cc(C)ccc2n3C)cc1OC	-4%	3%	16%	-1%	1%	-7%	.	.	.
CN1CCN(c2ccc(NC(=O)c3sc4ccccc4c3Cl)cc2)CC1	1%[0.307 µM]	-13%[0.307 µM]	-34%[inhibitor]	i	9%	-5%	-4%	7%	i
COC(=O)c1ccc(NC(=O)CSc2ccc(-c3ccccn3)nn2)cc1	7%	8%	25%	i	18%	-28%	1%	-6%	i
COC(=O)C1=CN(C)C=C(C(=O)OC)C1c1ccc(Cl)cc1Cl	67%[activator]	3%	6%	i	-13%	-2%	0%	0%	i
O=C(Nc1ccc(C(=O)N2CCC(N3CCOCC3)CC2)cc1)c1ccc(Br)o1	3%	12%	16%	i	-4%	-11%	-2%	0%	i
O=C1N(Cc2cccc(Cl)c2)C[C@@H]2C[C@@H](c3cccn3-c3nccs3)N3CCC[C@@]123	-22%	?	-8%	i	20%	12%	2%	0%	i
COc1cc(-c2nc(SCC(=O)Nc3ccc4c(c3)OCO4)c(-c3ccccc3)[nH]2)cc(OC)c1OC	-29%	?	20%	i	?	10%	.	.	.
Nc1ccccc1C=C1Cc2ccccc2C1=O	5%	?	22%	-2%	4%	-4%	.	-11%	i
COC(=O)c1cccc(NC(=O)Cc2ccc(OC)cc2)c1C	-13%	15%	?	15%	31%	26%	-6%	-5%	i
Cc1ccc(Nc2cc(C(=O)NCCCN3CCOCC3)c3ccccc3n2)cc1C	4%	?	-4%	i	-1%	16%	-2%	2%	i
c1ccc2c(-c3nc(-c4ccncc4)no3)cccc2c1	4%	8%	-1%	-21%	10%	-7%	-1%	4%	i
O=C(c1ccccc1Cl)n1nc(-c2cccnc2)nc1NCc1ccc(F)cc1	-1%	-3%	?	-14%	40%	-4%	.	.	.

Screening data as filed in PubChem BioAssay.
